Screens deposited in PubChem BioAssay by National Center for Advancing Translational Sciences (NCATS).
APE1 inh: APE1 (human) endonuclease inhibition; Potency, µM (highest dose often 65.8 µM), for the others: at the top dose activity change, negative = inhibition, hits mostly inhibitors; P27695; recombinant APE1, TAMRA/BHQ-2 abasic DNA cleavage fluorescence; hit rate 0.35% among 350,000;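 further: potency means the concentration at half of the fitted maximal effect; plate controls were vehicle for no effect and reference inhibitor for full effect; nearly all actives have a fitted effect of over 55% in size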
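Enzyme (0.75 nM final) and test compound are incubated 15 min at room temperature before adding 50 nM quenched THF abasic-site duplex. Cleavage dequenches TAMRA, followed at 525/598 nm over three reads one minute apart.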
POLH inh: inhibitors of human DNA polymerase eta | Q9Y253 | recombinant Pol eta, fluorescent DNA replication assay | Potency, µM (titrated, usually from 114 µM), inactives show at the highest dose activity change, negative = inhibition, hits mostly inhibitors | hit rate 1.2% among 390,000; further: potency means the concentration at half of the fitted maximal effect; on the % scale 0 is the no-effect control and ±100 the full control effect
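Pol eta at 10 nM preincubated with compounds 15 min at room temperature; reaction started with fluorescent substrate (50 nM final) and read kinetically at 0 and 10 min.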
Pol kappa inh: inhibitors of human DNA polymerase kappa. hit rate 0.53% among 400,000. purified Pol kappa, fluorescent DNA synthesis assay, 10 min. Q9UBT6. Potency, µM (doses to about 107 µM), for the others: top-dose activity, negative = inhibition, usual class: inhibitors. AID 588579; further: potency means the concentration at half of the fitted maximal effect; on the % scale 0 is the no-effect control and ±100 the full control effect
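50 nM final substrate added after 15 min RT preincubation of 10 nM Pol kappa with compound; fluorescence read at 0 and 10 min.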
12-LOX inh: blocks human arachidonate 12S-lipoxygenase; P18054; purified 12hLO, xylenol orange hydroperoxide absorbance; Potency, µM (series often up to 108 µM), for the others: at the top dose activity change, negative = inhibition, actives largely listed as inhibitors; hit rate 1.1% among 580,000; AID 1671190; further: potency means the concentration at half of the fitted maximal effect; on the % scale 0 is the no-effect control and ±100 the full control effect
Target sequence (P18054 whole entry, looked up): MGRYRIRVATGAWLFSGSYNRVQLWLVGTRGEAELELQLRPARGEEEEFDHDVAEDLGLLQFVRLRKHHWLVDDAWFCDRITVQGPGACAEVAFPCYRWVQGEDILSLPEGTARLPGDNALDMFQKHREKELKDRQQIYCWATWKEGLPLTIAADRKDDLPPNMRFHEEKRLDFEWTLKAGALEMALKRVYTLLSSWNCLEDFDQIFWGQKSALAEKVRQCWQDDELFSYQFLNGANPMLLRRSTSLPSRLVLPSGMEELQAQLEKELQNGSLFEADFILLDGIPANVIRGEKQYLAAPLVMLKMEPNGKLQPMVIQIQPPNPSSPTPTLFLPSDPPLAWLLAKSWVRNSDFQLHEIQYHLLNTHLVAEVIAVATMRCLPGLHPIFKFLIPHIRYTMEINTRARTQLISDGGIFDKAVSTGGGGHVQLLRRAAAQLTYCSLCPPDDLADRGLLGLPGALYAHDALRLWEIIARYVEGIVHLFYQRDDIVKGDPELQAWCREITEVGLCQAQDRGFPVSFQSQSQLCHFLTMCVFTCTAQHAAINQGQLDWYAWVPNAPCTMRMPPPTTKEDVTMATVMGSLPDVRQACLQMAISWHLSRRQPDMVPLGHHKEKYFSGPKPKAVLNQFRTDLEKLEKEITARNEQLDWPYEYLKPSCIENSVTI
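Purified human 12hLO (150 nM final) in 25 mM Hepes, 0.01% Triton X-100, pH 7.0 was preincubated 15 min at room temperature with compound. Then 40 uM arachidonic acid was added, 30 min. Hydroperoxide was read by Fe-XO absorbance ratio 573/405 nm.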
LDHA block: blocks human lactate dehydrogenase A | P00338 | purified LDHA, NADH/diaphorase-resazurin fluorescence; hits give low values | activity change, % (values are at about 110 or 230 µM) | hit rate 0.15% among 480,000 | AID 1347041; in the data active means activity change below about -30%; inconclusive means mostly about -25% to -30%;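 further: plate controls were DMSO wells for no effect and wells without enzyme for full effect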
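Enzyme activity of human lactate dehydrogenase 5 (2 nM; 0.06 mM NADH, 0.2 mM pyruvate, 5 min, RT) is measured via a resazurin/diaphorase fluorescence readout of residual NADH.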
ERG-DNA inh: ERG Ets/DNA interaction inhibition; fluorescence polarization, His-ERG Ets domain / labelled DNA; Potency, µM (series often up to 76.9 µM), for inactives: at the top dose FP activity, negative = inhibition, usual class: inhibitors; AID 624246; hit rate 0.028% among 370,000; P11308; active means well fitted inhibition curve with a large enough effect in the polarisation, with a control signal flat; inconclusive means small, poorly fitted or top-dose-only effect, or effect the other way, or a change in a side signal; inactive means no such curve, though single readings can be large or run the other way; the % refers to the polarisation;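 further: polarization taken with two DNA probes labelled with fluorescein and Texas red; potency means the concentration at half of the fitted maximal effect; % of control where 0% means no effect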
Target sequence (P11308 whole entry, looked up, the tested form may be a part): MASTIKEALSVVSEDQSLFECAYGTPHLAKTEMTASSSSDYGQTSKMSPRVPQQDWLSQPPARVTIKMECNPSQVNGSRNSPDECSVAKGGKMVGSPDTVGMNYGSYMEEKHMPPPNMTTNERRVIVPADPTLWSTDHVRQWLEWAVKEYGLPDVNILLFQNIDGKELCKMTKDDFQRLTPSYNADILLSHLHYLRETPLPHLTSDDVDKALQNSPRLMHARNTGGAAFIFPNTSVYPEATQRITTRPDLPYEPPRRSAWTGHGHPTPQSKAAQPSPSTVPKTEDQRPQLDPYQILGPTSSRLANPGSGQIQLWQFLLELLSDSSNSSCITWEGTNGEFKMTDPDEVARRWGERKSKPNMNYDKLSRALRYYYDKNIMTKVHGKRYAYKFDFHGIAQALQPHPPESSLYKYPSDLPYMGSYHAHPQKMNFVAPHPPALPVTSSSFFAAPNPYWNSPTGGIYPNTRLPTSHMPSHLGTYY
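His-tagged ERG Ets domain (1 uM in the protein solution; 300mM KCl, 50mM Tris-HCl, 1mM EDTA, 1mM DTT, pH 7.5) received compound, then a probe mix of 5 nM fluorescein-DNA and 100nM Texas-615-DNA. Fluorescence polarization was read for both dyes.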
Apoferritin bind: candidate novel general anesthetic via apoferritin binding | Potency, µM (top dose mostly 77.5 µM), inactives show at the top dose activity change, negative = displacement, usual class: inhibitors | AID 485281 | apoferritin/1-aminoanthracene competitive binding, fluorescence | P02791 | hit rate 0.074% among 350,000; further: potency means the concentration at half of the fitted maximal effect; on the % scale 0 is the no-effect control and ±100 the full control effect; nearly all actives have a fitted effect of over 20% in size
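Steps: apoferritin (10 uM) was premixed with half-saturated 1-AMA in PBS, compounds were pin-transferred, plates stood 10 min at room temperature, fluorescence was read at 380/535 nm, and curves were fitted with a Hill equation.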
Pol beta inh: DNA polymerase beta (human) inhibition. AID 485314. hit rate 1.3% among 340,000. Potency, µM (titrated, usually from 114 µM), for the others: top-dose activity change, negative = inhibition, actives largely listed as inhibitors. Pol beta primer extension/strand displacement, fluorescence kinetic; further: potency means the concentration at half of the fitted maximal effect; on the % scale 0 is the no-effect control and ±100 the full control effect
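Curves were derived by four-parameter Hill fits of normalized qHTS data. The kinetic fluorescent primer-extension read was taken at 0 and 10 min after 50 nM substrate, following a 15 min room-temperature preincubation of 10 nM enzyme with compounds.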
RGS4 inh: blocks human RGS4-accelerated GTP hydrolysis | P49798 | Transcreener GDP fluorescence polarization, RGS4-accelerated GTP hydrolysis | Potency, µM (series often up to 114 µM), inactives show at the top dose activity change, negative = inhibition, hits mostly inhibitors | hit rate 0.039% among 390,000 | AID 504845; further: potency means the concentration at half of the fitted maximal effect; on the % scale 0 is the no-effect control and ±100 the full control effect; nearly all actives have a fitted effect of over 75% in size; some results filed as inactive show a strong effect at the top dose
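MLSMR compounds (23 nl, pin-transferred) preincubated 10 min at room temperature with a 500nM (2x) first reagent, then RGS4 at 900nM (2x) plus Transcreener GDP mix added; fluorescence polarization (620/688 nm) read before and after 90 min at 30 °C.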
* hit, by the source's call; ? = inconclusive; . = no result given; [ ] = dose if it differs, or a comment. Unless noted, the call rests on the fitted dose curve; in most records, active means well fitted curve in the direction sought with a large enough effect; inconclusive means small, poorly fitted or top-dose-only effect, or another doubt; inactive means no such curve, though single readings can be large; an effect the other way counts as inactive or inconclusive. These rows are one share of the data, so the mix of outcomes need not match the whole.

Short keys – A = APE1 inh; B = POLH inh; C = Pol kappa inh; D = 12-LOX inh; E = LDHA block; F = ERG-DNA inh; G = Apoferritin bind; H = Pol beta inh; I = RGS4 inh
(1) COc1ccc(-c2cc(C(=O)N(C)CC(=O)Nc3cccc(F)c3)c3ccccc3n2)cc1
  A: -12%; B: -16%; C: -26%; D: ?; E: -2; F: 3%; G: .; H: .; I: 3%

(2) CCOC(=O)N1C2=NC(C(=O)OC)=C(C(=O)OC)[C@@H]3Nc4ccccc4[C@]23C[C@H]1C(=O)OC
  A: -4%[12.4 µM]; B: -9%; C: -4%; D: -1%; E: -9; F: -3%; G: -6%; H: 8%; I: 12%

(3) N#CC1=CN(Cc2ccccc2)C=C(/C=N/Nc2ccccc2)C1
  A: -10%; B: ?; C: -16%; D: -5%; E: -2; F: -2%; G: -11%; H: 7%; I: 8%

(4) Cc1cccc(NC(=O)CN2CCc3cc4c(cc3C2C)OCCCO4)c1 (centres undefined)
  A: -8%; B: -12%; C: -14%; D: 7%; E: -2; F: -3%; G: 1%; H: 26%; I: 4%

(5) CCC(=O)Nc1ccc(S(=O)(=O)N2CCN(c3ccc(F)cc3)CC2)cc1
  A: -5%; B: -10%; C: -5%; D: 20%; E: -3; F: .; G: -13%; H: 3%; I: 26%

(6) CCCN(CC1CC1)C(=O)CCc1nnc(CCc2c[nH]c3ccccc23)o1
  A: -1%; B: 0%; C: 0%[60.1 µM]; D: -8%; E: -3; F: 6%; G: -14%; H: 8%; I: 13%

(7) O=C(CSc1nc2c(oc3ccccc32)c(=O)n1Cc1ccco1)Nc1cccc(Cl)c1
  A: .; B: -2%; C: 6%; D: ?; E: -6; F: -11%; G: -6%; H: 17%; I: 24%

(8) Cc1ccc(NC(=O)Cn2c(=O)n(Cc3ccc(F)cc3)c(=O)c3cccnc32)cc1C
  A: .; B: -25%; C: -10%; D: 3%; E: -4; F: ?; G: -6%; H: -25%; I: -6%

(9) Cc1c(C2(c3c(C)n(C)n(-c4ccccc4)c3=O)C(=O)Nc3ccc(F)cc32)c(=O)n(-c2ccccc2)n1C
  A: 4%; B: 3%; C: -4%; D: 11%; E: -5; F: 14%; G: -16%; H: -5%; I: -21%

(10) Cn1nc(C(=O)Nc2cc(F)ccc2F)c2c1-c1ccccc1SC2
  A: .; B: -9%; C: 1%; D: -14%; E: -11; F: 5%; G: -8%; H: 0%; I: -6%

(11) Cc1cc(C)c(S(=O)(=O)N2CCCCC2)c(C)c1N(C)S(=O)(=O)c1ccc(Cl)cc1
  A: -1%; B: -29%; C: -4%; D: -22%; E: -4; F: -3%; G: 4%; H: 41%; I: 0%

(12) Oc1ccccc1N1CCN(Cc2ncc(-c3ccccc3)o2)CC1
  A: 61%[activator]; B: -15%; C: 5%; D: -17%; E: 9; F: -3%; G: 2%; H: 2%; I: -26%

(13) Cc1cc(F)ccc1Oc1cc(NN2CCCCC2)c([N+](=O)[O-])cc1[N+](=O)[O-]
  A: -4%; B: -13%; C: 10%; D: ?; E: -2; F: 2%; G: -19%; H: -1%; I: -3%

(14) CN(C)c1cccc(C(=O)N2CCC(n3nccc3NC(=O)C3CCOC3)CC2)c1 (centres undefined)
  A: 29%; B: -20%; C: 7%; D: -2%; E: 1; F: 1%; G: -6%; H: -1%; I: -14%

(15) COCCN(C(=O)CSc1nc2ccccc2c(=O)n1CC(C)C)c1c(N)n(Cc2ccccc2)c(=O)[nH]c1=O
  A: 18%; B: -17%; C: 6%; D: 4%; E: 1; F: -3%; G: -11%; H: 3%; I: 7%

(16) C=CCn1c(CCC(O)CCCCC)n[nH]c1=S (centres undefined)
  A: -4%; B: -5%; C: 4%[60.1 µM]; D: ?; E: 1; F: 9%; G: -8%; H: 31%; I: -29%

(17) Cc1ccc(NC(=O)Cn2nnc(C(=O)NCCc3ccccc3)c2N)c(C)c1
  A: -16%; B: ?; C: -11%; D: .; E: -15; F: 15%; G: -13%; H: -3%; I: -78%[56.9 µM]

(18) O=C(Nc1ccccc1C(=O)O)C1=NN=CC1
  A: 2%; B: -8%; C: -23%; D: 2%; E: -9; F: -2%; G: 7%; H: 18%; I: 15%

(19) COc1cccc2sc(NC(=O)CS(=O)(=O)c3ccc(C)cc3)nc12
  A: .; B: 1%; C: -10%[60.1 µM]; D: ?; E: -16; F: 12%; G: 4%; H: 19%; I: 6%

(20) Cc1ccccc1NC(=O)Cn1c(C)nc2ccc(NC(=O)C3CC3)cc2c1=O
  A: -1%; B: -8%; C: -15%; D: 2%; E: -5; F: .; G: -11%; H: ?; I: 1%

(21) CC(C)N(C(=O)Cn1cnc2c(cnn2-c2ccccc2Cl)c1=O)C(C)C
  A: -1%; B: 0%; C: -1%; D: 9%; E: -13; F: 0%; G: -9%; H: 20%; I: 3%

(22) COc1ccccc1Nc1ncnc2sccc12
  A: -22%; B: 9%; C: -3%; D: -1%; E: -10; F: 7%; G: 5%; H: -4%; I: 23%

(23) CCC12CN3CC(C)(CN(C1)C3c1c(C)n(C)c3ccccc13)C2=O (centres undefined)
  A: .; B: -24%; C: -14%; D: 9%; E: 2; F: -9%; G: -11%; H: -1%; I: -25%

(24) O=[N+]([O-])c1ccc(N=Nc2c(Cl)cc(O)cc2Cl)cc1
  A: 10%; B: -20%; C: -10%; D: ?; E: -2; F: 3%; G: ?; H: -4%; I: 2%

(25) CCCCN(C(=O)C1CC(=O)N(Cc2ccc(C)cc2)C1)c1c(N)n(CC(C)C)c(=O)[nH]c1=O (centres undefined)
  A: 39%; B: -23%; C: 5%; D: ?; E: -4; F: -10%; G: 1%; H: -11%; I: -8%

2 compounds drawn at random from those above:
Short keys – A = APE1 inh; B = POLH inh; C = Pol kappa inh; D = 12-LOX inh; E = LDHA block; F = ERG-DNA inh; G = Apoferritin bind; H = Pol beta inh; I = RGS4 inh
(4) Cc1cccc(NC(=O)CN2CCc3cc4c(cc3C2C)OCCCO4)c1 (centres undefined)
  A: -8%; B: -12%; C: -14%; D: 7%; E: -2; F: -3%; G: 1%; H: 26%; I: 4%

(25) CCCCN(C(=O)C1CC(=O)N(Cc2ccc(C)cc2)C1)c1c(N)n(CC(C)C)c(=O)[nH]c1=O (centres undefined)
  A: 39%; B: -23%; C: 5%; D: ?; E: -4; F: -10%; G: 1%; H: -11%; I: -8%

(more compounds)
Short keys – A = APE1 inh; B = POLH inh; C = Pol kappa inh; D = 12-LOX inh; E = LDHA block; F = ERG-DNA inh; G = Apoferritin bind; H = Pol beta inh; I = RGS4 inh
(26) COc1ccccc1NC1C=CS(=O)(=O)C1 (centres undefined)
  A: 3%; B: -12%; C: -7%; D: -14%; E: 12; F: -7%; G: -7%; H: -3%; I: -41%

(27) COc1cc(/C=N/NC(=S)NC2CC3CC2C2C=CCC32)ccc1O (centres undefined)
  A: -2%; B: -24%; C: -16%; D: ?; E: -2; F: 6%; G: ?; H: -27%; I: -18%

(28) Cc1cc(C)c(S(=O)(=O)Cc2ccccc2)c(=O)[nH]1
  A: -3%; B: -1%; C: -19%; D: 12%; E: -2; F: 14%; G: -7%; H: 6%; I: 9%

(29) CCN(Cc1ccncc1)C(=O)c1cc(COc2ccc(F)cc2F)on1
  A: 58%[activator]; B: 1%; C: 2%; D: -2%; E: -4; F: 0%; G: ?; H: -30%; I: 4%[56.9 µM]

(30) Cc1ccc(S(=O)(=O)NCCCCCC(=O)Nc2ccccc2C)cc1
  A: 7%; B: -13%; C: -1%; D: -3%; E: -1; F: -1%; G: -5%; H: 28%; I: 3%

(31) Cc1cc(N)n2nc(C)c(-c3ccccc3)c2n1
  A: 0%; B: -10%; C: -13%; D: -4%; E: -8; F: -7%; G: -8%; H: 15%; I: 1%[56.9 µM]

(32) COc1ccc(-n2cnnc2SCC(=O)NC2CCS(=O)(=O)C2)cc1 (centres undefined)
  A: 0%; B: -7%; C: -7%; D: 0%; E: -6; F: -6%; G: -4%; H: 36%; I: 36%

(33) CCCC1CC(C)(/C(C)=N\NC(N)=S)OC1=O (centres undefined)
  A: 13%; B: -8%; C: 0%; D: 0%; E: -3; F: -6%; G: -6%; H: 26%; I: -23%

(34) O=C(CCC(=O)N1CCc2ccccc2C1)N1CCN(S(=O)(=O)c2ccccc2)CC1
  A: -2%; B: -11%; C: -2%; D: -2%; E: 3; F: 1%; G: -10%; H: 12%; I: 5%

(35) O=c1c2ccccc2n(CC(O)CN2CCOCC2)c2ccccc12 (centres undefined)
  A: 0%; B: 7%; C: -2%; D: -11%; E: -6; F: 9%; G: 80%[activator]; H: 4%; I: -1%

(36) COc1cc(NC(=O)c2ccccc2)cc(OC)c1
  A: -2%; B: -18%; C: -6%; D: 13%; E: 1; F: -6%; G: -8%; H: -4%; I: -11%

(37) CCc1ccc(NC(=O)COC(=O)c2nc3nc(C)cc(C)n3n2)cc1
  A: 3%; B: -15%; C: -6%; D: -29%; E: -2; F: 1%[15.4 µM]; G: .; H: .; I: 0%

(38) CN(CC(=O)Nc1cccc(F)c1)C(=O)CCC1CCCCC1
  A: 1%; B: -3%; C: -23%; D: -12%; E: -4; F: 6%; G: .; H: .; I: -17%

(39) CNC(=S)NNC(=O)c1c(C)nc2cc(C)ccn12
  A: ?; B: 1%; C: -10%; D: 1%; E: -3; F: -6%; G: -7%; H: 28%; I: -2%

(40) CCOC(=O)CSc1nc2cc3c(cc2c(=O)n1Cc1ccc(C(=O)NCCc2ccc(OC)c(OC)c2)cc1)OCO3
  A: .; B: -8%; C: -7%[60.1 µM]; D: -27%; E: 3; F: 0%; G: 1%; H: -1%; I: -28%
